High-throughput results as filed in PubChem.
FBPA coupling cs – counter-screen for Giardia aldolase inhibitors: coupling enzyme system | coupling enzyme system counterscreen, AmpLite Red fluorescence | activity change, negative = inhibition, % at 58.2 µM, hits read low | hit rate 0.67% among 290,000; in the data active = activity change below about -30%; note: % is set by controls: 0 for no effect and ±100 for the full control effect
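Fluorescence at 525 nm excitation and 598 nm emission measured inhibition of the coupled detection system without aldolase. Compounds (at 57.5 uM final) were preincubated 10 min at room temperature with coupling enzyme reagent before a 20 min substrate/AmpLite Red step.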
TRPV1 agonist – agonists of human vanilloid receptor 1 (TRPV1) | TRPV1-expressing cells, Fluo-8 calcium influx, agonist mode | hit rate 0.19% among 320,000 | activation, % at 8.33 µM; in the data active = activation above about 80%; inconclusive = between about 30% and that limit; note: 0% is about no effect
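Cells expressing TRPV1 were dye-loaded with Fluo-8 and read kinetically: 10 s baseline, 3 min after compound (agonist portion), then 2 min after EC20 capsaicin (allosteric enhancer portion). Calcium-bound dye fluorescence at 480/520 nm.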
hERG WT inh – blocks the wildtype human KCNH2 potassium channel; hit rate 0.37% among 340,000; U2OS, BacMam KCNH2, thallium flux FluxOr; active compounds read low; activity change, % at 1.84 µM; Q12809; AID 720551;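 active = maximum activity change below -70%; inconclusive = maximum activity change between -70% and -50%; inactive = maximum activity change above -50%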; note: % is set by controls: 0 for no effect and ±100 for the full control effect
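U2OS cells were transduced with wild-type KCNH2 virus (2.03 x 10^8 / mL) for 4 h at room temperature, then cultured overnight at 37 C. Thallium flux was read with FluxOr dye. Rate constants were normalized to DMSO controls.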
GALK inh – blocks human galactokinase activity | Purified GALK, Kinase-Glo residual ATP luminescence | Potency, µM (top dose mostly 57.5 µM), for inactives: at the highest dose activity change, negative = inhibition, actives largely listed as inhibitors | hit rate 0.007% among 270,000 | AID 1868; note: potency is the fitted concentration of half-maximal effect; % is set by controls: 0 for no effect and ±100 for the full control effect
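Compounds were pin-transferred into ATP buffer (35 uM final), then GALK plus galactose (5 nM, 100 uM final) was added. After 1 h at room temperature, Kinase-Glo Plus was added and luminescence read after 10 min.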
MLL CXXC-DNA inh – inhibitors of human MLL CXXC domain-DNA interaction | Potency, µM (top dose mostly 115 µM), for the others: top-dose activity change, negative = inhibition, actives largely listed as inhibitors | Q03164 | AID 2662 | MLL-CXXC / FITC-HOXA9 DNA fluorescence polarization | hit rate 0.037% among 290,000; active = well fitted inhibition curve with a large enough effect in the polarisation, with a control signal flat, not every such curve was filed as active; inconclusive = small, poorly fitted or top-dose-only effect, or effect the other way, or a change in a side signal; inactive = no such curve, though single readings can be large or run the other way; the % refers to the polarisation; note: potency is the fitted concentration of half-maximal effect
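Purified MLL-CXXC (added from a 7 uM solution) was preincubated 5 min at ambient with pinned compounds in 50 mM Tris-HCl pH 7.5, 50 mM NaCl, 1 mM DTT, 0.05% BSA. Fluorescein-labeled HOX-A9 DNA (50 nM solution) followed, 30 min, then polarization read.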
Giardia kill – kills Giardia lamblia; Giardia lamblia trophozoite viability; activity change, % at 7.66 µM, hits read low; hit rate 0.15% among 340,000; in the data active = activity change below about -80%; inconclusive = between about -30% and that limit;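 note: parasites exposed to compound for two days anaerobically before the ATP read; % is set by controls: 0 for no effect and ±100 for the full control effect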
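Viability, read as ATP luminescence: trophozoites at 100 cells/well, compound added, 48 hrs anaerobic at 37 deg C, then 15-30 min room-temperature development before reading.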
PKM2 act – activators of human pyruvate kinase M2; P14618; purified PKM2, Kinase-Glo ATP luminescence, activation; response scale: 0% is enzyme alone, no compound; Potency, µM (titrated, usually from 57.5 µM), without a hit: at the top dose activation, hits mostly activators; hit rate 0.34% among 260,000; note: potency is the fitted concentration of half-maximal effect; % is set by controls: 0 for no effect and ±100 for the full control effect; nearly all actives have a fitted effect of over 55% in size
Target sequence (P14618 whole entry, looked up): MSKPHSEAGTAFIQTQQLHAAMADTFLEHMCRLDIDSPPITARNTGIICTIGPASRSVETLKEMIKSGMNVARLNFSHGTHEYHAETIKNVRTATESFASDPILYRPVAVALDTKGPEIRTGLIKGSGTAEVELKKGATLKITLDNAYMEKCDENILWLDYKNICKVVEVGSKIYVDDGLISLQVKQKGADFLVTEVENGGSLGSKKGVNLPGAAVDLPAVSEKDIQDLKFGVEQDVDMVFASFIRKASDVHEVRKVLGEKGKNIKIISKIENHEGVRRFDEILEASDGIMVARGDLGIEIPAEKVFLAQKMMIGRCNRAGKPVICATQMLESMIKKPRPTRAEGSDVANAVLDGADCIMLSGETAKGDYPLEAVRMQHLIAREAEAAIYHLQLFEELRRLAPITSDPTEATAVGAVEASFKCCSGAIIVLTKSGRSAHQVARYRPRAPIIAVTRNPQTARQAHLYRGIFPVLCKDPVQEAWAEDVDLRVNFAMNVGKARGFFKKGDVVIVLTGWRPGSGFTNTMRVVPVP
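ATP formation by purified human PK-M2, quantified via coupled luciferase luminescence after 1 h at room temperature with 0.1 mM ADP and 0.5 mM PEP final.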
Menin MLL FP TR – menin-MLL binding inhibition, Texas Red mutant peptide | O00255 | Menin + Texas Red MLL mutant peptide, fluorescence polarization | Potency, µM (titrated, usually from 61.6 µM), without a hit: top-dose FP activity change, negative = inhibition, most hits filed as inhibitors | hit rate 0.23% among 270,000 | AID 1768; active = well fitted inhibition curve with a large enough effect in the polarisation, with a control signal flat, not every such curve was filed as active; inconclusive = small, poorly fitted or top-dose-only effect, or effect the other way, or a change in a side signal; inactive = no such curve, though single readings can be large or run the other way; the % refers to the polarisation; note: potency is the fitted concentration of half-maximal effect; % of control where 0% means no effect; many of its hits are not listed in these tables
B2AR arrestin – recruits beta-arrestin to the human beta2-adrenergic receptor; P07550; beta-arrestin recruitment to beta2AR, cell-based reporter; Potency, µM (top dose mostly 46.1 µM), inactives show at the highest dose activation, usual class: activators; hit rate 0.02% among 330,000;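 note: potency is the fitted concentration of half-maximal effect; 0% = DMSO controls and full agonism = EC100 isoproterenol or metaproterenol; nearly all actives have a fitted effect of over 65% in size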
Target sequence (P07550 whole entry, looked up): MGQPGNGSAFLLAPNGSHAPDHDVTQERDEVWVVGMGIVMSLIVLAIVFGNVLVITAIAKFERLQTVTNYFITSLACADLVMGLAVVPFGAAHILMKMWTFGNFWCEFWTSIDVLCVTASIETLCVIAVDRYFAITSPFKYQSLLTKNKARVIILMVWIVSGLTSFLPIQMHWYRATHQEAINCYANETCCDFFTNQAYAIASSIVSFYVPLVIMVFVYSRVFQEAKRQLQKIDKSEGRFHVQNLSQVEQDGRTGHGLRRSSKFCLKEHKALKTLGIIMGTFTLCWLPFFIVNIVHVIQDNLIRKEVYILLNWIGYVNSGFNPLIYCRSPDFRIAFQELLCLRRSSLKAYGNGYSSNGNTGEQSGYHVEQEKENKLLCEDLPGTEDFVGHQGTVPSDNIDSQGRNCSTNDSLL
KCNH2 3.1 block – blocks the human KCNH2 3.1 channel isoform. U2OS KCNH2 3.1, thallium flux FluxOr; active compounds read low. activity change, % (tested at about 1.8 µM). hit rate 0.95% among 340,000. AID 720553;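 active = maximum activity change below -70%; inconclusive = maximum activity change from -70% to -50%; inactive = maximum activity change above -50%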;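 note: thallium influx rate constant from kinetic fluorescence after stimulation buffer; % is set by controls: 0 for no effect and ±100 for the full control effect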
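Kinetic fluorescence (2 min after stimulation buffer) measures Tl+ influx through KCNH2 3.1 expressed by viral transduction in U2OS cells; the rate constant is normalized against DMSO controls serving as positive and negative references.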
USP2a block – USP2a (human) protease inhibition; O75604; USP2 core, Ub-CHOP2 coupled fluorogenic reporter, 485/531; Potency, µM (top dose mostly 38.3 µM), without a hit: at the highest dose activity change, negative = inhibition, usual class: inhibitors; hit rate 0.01% among 330,000;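 note: potency is the fitted concentration of half-maximal effect; plate controls were DMSO wells for no effect and full inhibition by NEM control for full effect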
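Cell-free coupled assay: 10nM USP2 core preincubated 30min RT with compound in Tris-HCl pH 8.0/CaCl2/CHAPS buffer, then 25nM Ub-CHOP2 and 25nM reporter substrate; fluorescence (Ex 485/Em 531) read after 60min RT, normalized to NEM inhibition, concentration-response curves fitted.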
Numbers without * were called inactive; ? = inconclusive; / = not tested or not shown; [ ] = another dose, or the depositor's remark. Unless noted, calls come from the whole dose curve; as a rule, active = well fitted curve in the direction sought with a large enough effect; inconclusive = small, poorly fitted or top-dose-only effect, or another doubt; inactive = no such curve, though single readings can be large; an effect the other way counts as inactive or inconclusive. The list is partial. The share of hits here may be higher or lower than overall.

SMILES	FBPA coupling cs	TRPV1 agonist	hERG WT inh	GALK inh	MLL CXXC-DNA inh	Giardia kill	PKM2 act	Menin MLL FP TR	B2AR arrestin	KCNH2 3.1 block	USP2a block
N#CC(c1nc2ccccc2nc1OCCO)S(=O)(=O)c1ccccc1 (stereo not given)	8	-4	-20	4%	-9%	18	0%	/	-0.5%	-4	0%
Cc1ccc(/C=N/n2c(C)nnc2C)o1	0	8	/	/	9%	-10	-13%	3%	-0.1%	-4	1%
COc1cc(C(=O)OC(C)C(=O)Nc2ccc3c(c2)OCO3)ccc1OCc1c(C)noc1C (stereo not given)	2	5	4	/	-4%	8	0%	30%	-0.1%	-12	2%
CCn1nc(C)c(Br)c1-c1nc(-c2ccc(C)cc2)no1	-1	0	8	1%	1%	-6	-3%	/	0.3%	-3	2%
CC(=O)c1cccc(S(=O)(=O)N2CCC(C(=O)Oc3ccc(-c4nnco4)cc3)CC2)c1	/	/	-2	/	/	11	/	/	-0.2%	6	1%
O=C(NC(Cc1ccccc1)C(=O)O)NC12CC3CC(CC(C3)C1)C2 (stereo not given)	0	-2	10	-1%	-24%	6	3%	9%	-1.1%	14	-5%
CN1C(=O)/C(=C/c2ccc(OC(=O)c3ccco3)cc2)SC1=S	-1	-2	7	0%	74%[activator]	-13	/	32%[activator]	-0.5%	12	1%
C=C1CCN(c2ccc(C(=O)NCc3ccccc3)cc2[N+](=O)[O-])CC1	0	?	-2	/	-6%	11	1%	-3%	0.3%	-8	-3%
CCN(CC)CC(C)(C)NS(=O)(=O)c1ccc(Cl)cc1	-1	1	-9	-2%	-1%	-2	1%	18%	0.0%	-18	-2%
Cc1nnc(SC(C)C(=O)NCC2CCCO2)n1-c1ccccc1 (stereo not given)	-2	-6	-11	0%	9%	4	-1%	5%	-0.1%	-10	2%
COc1ccc(/C=N\NC(=O)c2c(C)nc3ccc(Br)cn23)cc1	-1	5	-2	1%	2%	6	2%	1%	0.3%	-14	4%
COCC(=O)Nc1ccc(Nc2ccccc2)cc1	-1	16	-3	1%	14%	4	-3%	-10%	0.1%	-2	-4%
CC(=O)Nc1ccc(S(=O)(=O)N2CCC(Oc3ccc(-n4cnnn4)cc3)CC2)cc1	/	1	6	-6%	5%	-15	/	/	0.2%	-30	7%
Cc1ccc(C(=O)O)cc1NC(=O)Nc1ccc2c(c1)OCO2	1	-1	-9	4%	-1%	1	-7%	11%	0.5%	-9	0%
COc1ccc(NC(=O)CCc2c(C)nc3nc(CNC(=O)c4cccc(F)c4)nn3c2C)cc1OC	2	1	-9	0%	18%	-11	/	12%	-0.8%	4	4%
CSC(=NC(C)c1ccccc1)NS(=O)(=O)c1cccs1 (stereo not given)	-1	2	2	1%	0%	10	1%	4%	-0.9%	0	2%
CSC(=NC#N)N1CCN(c2cccc(Cl)c2)CC1	1	2	3	1%	-4%	-9	-11%	26%	-3.7%	0	-3%
CCN1CCN(CCCNC(=O)C2CCN(c3nnc(-n4cccc4)s3)CC2)CC1	0	0	6	0%	4%	?	/	11%	-1.1%	-5	-2%
COC(=O)c1ccc(CSc2nnc(NC(C)C)s2)cc1	3	-3	7	-3%	0%	-6	0%	0%	-0.1%	1	0%
CSc1cccc(NC(=O)c2[nH]c(C)c(C(C)=O)c2C)c1	-3	-3	13	2%	1%	-3	/	-7%	0.1%	-14	0%

3 entries out of the list, sorted by formula weight, falling.
SMILES	FBPA coupling cs	TRPV1 agonist	hERG WT inh	GALK inh	MLL CXXC-DNA inh	Giardia kill	PKM2 act	Menin MLL FP TR	B2AR arrestin	KCNH2 3.1 block	USP2a block
O=C(NC(Cc1ccccc1)C(=O)O)NC12CC3CC(CC(C3)C1)C2 (stereo not given)	0	-2	10	-1%	-24%	6	3%	9%	-1.1%	14	-5%
CCN(CC)CC(C)(C)NS(=O)(=O)c1ccc(Cl)cc1	-1	1	-9	-2%	-1%	-2	1%	18%	0.0%	-18	-2%
Cc1ccc(/C=N/n2c(C)nnc2C)o1	0	8	/	/	9%	-10	-13%	3%	-0.1%	-4	1%

Additional structures.
SMILES	FBPA coupling cs	TRPV1 agonist	hERG WT inh	GALK inh	MLL CXXC-DNA inh	Giardia kill	PKM2 act	Menin MLL FP TR	B2AR arrestin	KCNH2 3.1 block	USP2a block
CCOc1ccc(OCc2ccc(C(=O)NCc3ccncc3)o2)cc1	1	?	-17	1%	-2%	0	-2%	-11%	-0.9%	-12	3%
COc1cc(/C=C2\NC(=S)N(C)C2=O)ccc1OCc1ccccc1F	1	2	3	-3%	1%	13	/	39%[activator]	-0.8%	17	1%
CC1=C(C(=O)OCc2ccccc2)C(c2ccc([N+](=O)[O-])cc2)NC(=O)N1CCCC(=O)O (stereo not given)	4	-3	5	/	-4%	-1	1%	-1%	-1.0%	1	1%
CN(C)S(=O)(=O)c1ccc(C(=O)Nc2nnc(SCc3cccc4ccccc34)s2)cc1	3	-6	-3	-3%	-1%	15	1%	?	-0.1%	0	-1%
COc1cc(C#N)c(NC(=O)CN2CCN(CCO)CC2)cc1OC	2	-3	4	-2%	1%	6	-2%	1%	-0.1%	-20	14%
O=C(NCCS(=O)(=O)NCc1ccc2c(c1)OCO2)c1ccccc1	/	0	15	/	/	-29	/	/	-0.1%	27	0%
O=C(CC1CCC1)NC(c1ccccc1)c1ccccc1	2	15	-2	0%	-1%	6	0%	-10%	-1.0%	-11	0%
COc1ccc(/C=N/NC(=O)C(C)Sc2ccccn2)cc1[N+](=O)[O-] (stereo not given)	-1	2	-1	5%	8%	21	-2%	-13%	0.0%	25	-7%
Cc1nc(Nc2cccc(O)c2)c2oc3ccccc3c2n1	-2	15	-3	0%	-17%	-6	/	?	0.6%	5	10%
NC(N)=Nc1nc(CCN2C(=O)c3ccccc3C2=O)cs1	1	/	-13	-2%	6%	2	-3%	/	0.3%	-6	0%
CN(C)S(=O)(=O)c1cccc(-c2csc(=Nc3ccccc3)n2CCCN2CCOCC2)c1	0	6	-2	0%	7%	-3	-1%	/	-0.1%	-2	0%
O=C(NC(Cc1ccccc1)C(=O)O)/C(=C/c1ccc(Cl)cc1)NC(=O)c1ccccc1 (stereo not given)	5	0	-6	-1%	1%	19	1%	4%	0.0%	-18	-6%
O=[N+]([O-])c1ccc(/C=N/NC(=S)Nc2ccccc2)o1	6	-1	-11	0%	8%	?	-1%	-11%	0.4%	6	0%
CCOC(=O)c1sc2nc(C)nc(N3CCN(S(=O)(=O)c4ccccc4)CC3)c2c1C	/	/	0	/	/	-3	/	/	0.6%	-11	-5%
N#Cc1c[nH]n2c(=O)c3c(nc12)CCC3	-2	-1	0	1%	-1%	9	0%	0%	-0.3%	-9	1%
O=C(O)CCC(=O)NNC(=O)c1ccc([N+](=O)[O-])cc1	0	3	0	0%	2%	-1	0%	/	-0.3%	33	2%
CCOC(=O)c1c(-c2ccccc2)csc1NC(=O)CSc1nnc(C)s1	-8	8	-10	/	-5%	-3	?	-1%	0.3%	-10	0%
Cn1c(Cl)cnc1C(O)(c1ccccc1)c1ccccc1	-2	-1	-1	3%	-4%	-10	-4%	/	-0.2%	-18	2%
CC(=O)c1c(C)[nH]c(C(=O)COC(=O)c2cc(S(=O)(=O)N(C)c3ccccc3)ccc2Cl)c1C	4	8	-3	1%	3%	29	-1%	2%	-0.8%	-4	3%
CCN(CC)S(=O)(=O)c1ccc(Nc2ccc(-c3ccc4c(c3)OCCO4)nn2)cc1	-2	-11	-6	-1%	-8%	0	-4%	?	0.2%	-4	0%
CC(C)(C)c1cc(C(=O)NNc2ccc(OC(F)(F)F)cc2)n(Cc2ccccc2)n1	-2	17	-1	/	-9%	-9	-4%	/	-0.6%	-13	1%
O=C(O)Cc1ccc(C(=O)c2ccc(Cl)cc2)s1	9	-1	13	-3%	2%	4	1%	-3%	0.0%	12	1%
Cc1c(C)n(C(=O)CN2CCC(C(N)=O)CC2)c2ccccc12	1	10	-4	4%	-1%	-10	0%	-15%	/	-5	/

By substructure: the entries above containing bromine (two)
SMILES	FBPA coupling cs	TRPV1 agonist	hERG WT inh	GALK inh	MLL CXXC-DNA inh	Giardia kill	PKM2 act	Menin MLL FP TR	B2AR arrestin	KCNH2 3.1 block	USP2a block
CCn1nc(C)c(Br)c1-c1nc(-c2ccc(C)cc2)no1	-1	0	8	1%	1%	-6	-3%	/	0.3%	-3	2%
COc1ccc(/C=N\NC(=O)c2c(C)nc3ccc(Br)cn23)cc1	-1	5	-2	1%	2%	6	2%	1%	0.3%	-14	4%
